proCasp3 act: activates human procaspase-3; P42574; recombinant procaspase-3 D3A, Ac-DEVD-pNA absorbance 405 nm; activation, % at 8.5 µM; 330,000 tested, 0.11% active;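 active = activation above the mean of all tested compounds plus 3 SD, cut at about 21% in these data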;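 also: 0% = DMSO alone and 100% = DMSO wells spiked with extra 5 µM PC-3 D3A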
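Assay system: Autoprocessing-dead procaspase-3 D3A mutant enzyme; also added: Ac-DEVD-pNA; doses: one concentration, 8.5 µM nominal, 0.8% DMSO; times: 1 h compound preincubation, 2 h substrate hydrolysis at 25 °C; technique: 405 nm absorbance of p-nitroaniline, reads at 0 and 120 min; measure: % activation between DMSO and enzyme-spiked controls; repeats: single replicate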
core dimer inh: blocks dimerization of HCV core protein | TR-FRET GST/Flag-core106 dimerization, 1536-well | inhibition, % at 5 µM | 300,000 tested, 0.33% active | AID 1899;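 active = inhibition above the mean of all tested compounds plus 3 SD, set per screening campaign, cut at about 45% in these data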
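Assay system: tagged HCV core106 pair (GST and Flag); medium: KF-containing HEPES buffer, pH 7.45, DTT, CHAPS, BSA; also added: Eu donor and XL665 acceptor anti-tag antibodies; dosing: 5 µM single dose; timing: compound-protein-antibody incubation 4 h at 22.5 °C; signal: TR-FRET 671 and 617 nm emission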
CTSL1 counter: counter-screen for PFM18AAP inhibitors: inhibitors of F. hepatica cathepsin L1 | recombinant F. hepatica cathepsin L1, Z-Leu-Arg-MCA fluorescence | 300,000 tested, 0.49% active | AID 1906 | inhibition, % at 5.96 µM;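 active = inhibition above the mean of all tested compounds plus 3 SD, set per screening campaign, cut at about 17% in these data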;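 also: 0% = plate median of test compound wells and 100% = 1 µM Z-Phe-Ala-diazomethylketone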
VLA-4 inh: inhibition in a human VLA-4 binding assay; P13612; VLA-4 expressing cells, ligand binding flow cytometry; inhibition, % (about 7 µM as worked out from the volumes in the protocol); 330,000 tested, 0.2% active; in the data active = inhibition above about 50%
Target sequence (P13612 whole entry, looked up): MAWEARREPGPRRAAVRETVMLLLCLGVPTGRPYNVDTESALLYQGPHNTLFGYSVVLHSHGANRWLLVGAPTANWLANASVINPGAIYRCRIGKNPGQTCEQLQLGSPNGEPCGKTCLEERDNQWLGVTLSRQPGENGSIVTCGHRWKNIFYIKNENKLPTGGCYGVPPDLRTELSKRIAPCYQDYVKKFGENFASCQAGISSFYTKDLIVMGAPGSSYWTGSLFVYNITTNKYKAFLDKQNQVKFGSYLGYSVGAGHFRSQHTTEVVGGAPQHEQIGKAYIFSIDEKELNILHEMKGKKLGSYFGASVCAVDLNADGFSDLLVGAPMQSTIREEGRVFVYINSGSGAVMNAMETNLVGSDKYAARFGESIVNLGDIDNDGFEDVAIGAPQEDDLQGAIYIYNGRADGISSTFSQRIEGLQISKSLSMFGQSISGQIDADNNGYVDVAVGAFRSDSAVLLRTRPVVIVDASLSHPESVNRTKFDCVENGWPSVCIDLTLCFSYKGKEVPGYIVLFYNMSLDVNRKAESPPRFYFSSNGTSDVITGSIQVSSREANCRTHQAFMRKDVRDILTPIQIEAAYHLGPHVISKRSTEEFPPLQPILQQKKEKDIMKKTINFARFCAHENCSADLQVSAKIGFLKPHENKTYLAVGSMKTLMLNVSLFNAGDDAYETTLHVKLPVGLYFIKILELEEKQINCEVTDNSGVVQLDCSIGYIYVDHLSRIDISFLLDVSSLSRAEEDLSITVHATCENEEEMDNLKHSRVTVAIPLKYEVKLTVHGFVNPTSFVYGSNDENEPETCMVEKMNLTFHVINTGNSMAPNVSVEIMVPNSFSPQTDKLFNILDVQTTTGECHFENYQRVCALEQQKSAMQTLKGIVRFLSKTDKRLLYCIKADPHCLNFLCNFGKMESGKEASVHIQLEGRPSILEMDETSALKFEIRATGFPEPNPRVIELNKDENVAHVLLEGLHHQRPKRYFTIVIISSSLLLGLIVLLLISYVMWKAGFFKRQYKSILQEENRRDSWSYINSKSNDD
PP5 inh: PP5 (human) phosphatase inhibition | purified PP5c, OMFP substrate fluorescence | inhibition, % at 6.7 µM | P53041 | 320,000 tested, 0.18% active;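 active = inhibition above the campaign's mean inhibition across all tested compounds plus 3 SD, cut at about 9.5% in these data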;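 also: 0% = DMSO only and 100% = 100 µM cantharidin control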
GRK2 inh: blocks RNA aptamer binding to human GRK2 | AID 488847 | inhibition of aptamer binding, % at 10 µM | 330,000 tested, 0.59% active | bead flow cytometry, FAM-aptamer displacement from GRK2 | P25098;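 active = inhibition of aptamer binding above 40%, roughly 3 SD of noise, on plates passing a quality check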;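 also: median bead fluorescence of bound FAM aptamer so fluorescent compounds give negative values; no value below 0 was filed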
JMJD2C inh: blocks human GASC-1 demethylase activity; Q9H3R0; GST-JMJD2C(1-420) H3K9me3 demethylation, DELFIA europium; inhibition, % at 2.35 µM; 330,000 tested, 0.069% active; AID 2099;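 active = more than half of a compound's replicate wells show inhibition beyond 50%, single wells judged on their own value; inconclusive = some, but no more than half, of replicates pass 50% inhibition; inactive = no replicate passes 50% inhibition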;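 also: signal counts dimethyl H3K9 product captured on neutravidin plate; 0% = median of DMSO wells and 100% = 0.3 times that DMSO median; strong numbers were not always called active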
PP1 inh: counter-screen for PP5 inhibitors: inhibitors of human PP1-alpha; P62136; purified PP1alpha, OMFP fluorescence; inhibition, % at 6.7 µM; 320,000 tested, 0.9% active;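 active = inhibition above the mean inhibition of all tested compounds plus 3 SD, computed separately for each screening campaign, cut at about 15% in these data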
proCasp7 act: activates human procaspase-7, counter-screen for procaspase-3 activators. activation, % at 8.5 µM. 330,000 tested, 0.093% active. AID 463210. P55210. recombinant procaspase-7, Ac-DEVD-pNA absorbance 405 nm; D23A/D198A/D206A triple mutant, cannot self-cleave; scale: DMSO 0, 5 µM enzyme 100;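 active = percent activation above the screen-wide mean plus 3 SD, cut at about 25% in these data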
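Assay system: Uncleavable procaspase-7 mutant enzyme / Input: 2 µM procaspase-7 mutant as dispensed / Dosing: single nominal 8.5 µM compound dose, 0.8% DMSO final / Timing: 1 h enzyme–compound preincubation and 2 h substrate reaction, both 25 °C / Detection: p-Nitroaniline absorbance at 405 nm, read at 0 and 120 min / Replication: singlicate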
An asterisk follows results filed as active; ? = inconclusive; · = not tested or not shown; & = joins results of further samples. Outcome played no part in choosing rows; overall some 2.6% were active at least once.

structure	proCasp3 act	core dimer inh	CTSL1 counter	VLA-4 inh	PP5 inh	GRK2 inh	JMJD2C inh	PP1 inh	proCasp7 act
O=[N+]([O-])c1ccc(-c2cn3c(n2)CCC3)cc1	-10	-3	-4	8	1.0	0	-22	1	10
O=C(COc1ccc(N2CC(C(=O)O)CC2=O)cc1)Nc1cccc(C(F)(F)F)c1 (stereo not drawn)	0	-2	-1	45	0.1	3	21	-3	1
COc1ccc(C(=O)NNC(=O)c2ccncc2)cc1[N+](=O)[O-]	5	-2	0	22	-1.6	1	3	6	8
NNC(=O)c1ccc(COc2ccc3c(c2)CCC3)cc1	3	-3	-2	-4	2.9	0	3	2	-4
Cc1c(Cc2ccccc2)c(=O)oc2c(C)c(OC(C)C(=O)NCC3CCC(C(=O)O)CC3)ccc12 (stereo not drawn)	4	3	5	-13	0.4	0	7	-1	-6
CCC(=O)N(Cc1ccco1)Cc1cc2cccc(C)c2n2nnnc12	-3	8	-6	22	-2.1	0	1	-6	3
Cn1ccnc1C(=O)c1cccc(Br)c1	2	-1	-3	-3	-2.3	0	1	-1	-1
CC(=O)Nc1ccc(SCC(=O)c2c(N)n(Cc3ccccc3)c(=O)n(C)c2=O)cc1	-12	0	4	-11	3.5	0	-2	-2	-12
Cc1nccn1-c1ccc(C(F)(F)F)cc1[N+](=O)[O-]	0	-5	3	9	0.7	0	-5	-3	2
COc1nc(N(C)C)nc(N(OC)S(=O)(=O)c2ccccc2Cl)n1	4	0	-1	-2	1.4	2	-3	-2	0
NC(=O)C(=O)NN=C1CCC(c2ccccc2)CC1 (stereo not drawn)	-3	0	-1	10	-2.2	2	0	0	-7
C=C(C)Cn1c(N2CC(C)CC(C)C2)nc2c1c(=O)[nH]c(=O)n2C (stereo not drawn)	16	22	4	10	0.3	1	-2&7	-2	8
N/C(=N\OC(=O)C1CCCCC1)c1ccncc1	0	2	2	15	-3.5	1	-2	-3	3
O=C(COc1ccc([N+](=O)[O-])cc1)N1CCc2ccccc2C1	2	-3	-3	19	0.9	1	20	-1	-14
CCOc1cccc2c1OC1(C)CC2NC(=O)N1c1cccc(F)c1 (stereo not drawn)	-2	1	4	11	2.9	0	17	-1	-11
Cc1nnc(SC(C)C(=O)Nc2sc3c(c2C#N)CCCC3)[nH]c1=O (stereo not drawn)	-16	0	9	19	1.6	0	-10	7	-7
CCC(C)NC(=O)C1CCN(c2nc(C)cc(C)n2)CC1 (stereo not drawn)	5	-13	-2	1	3.3	0	5	-4	7
COc1ccccc1-c1cc2nc(C)cc(C)n2n1	-1	-5	-2	19	3.8	0	-3	3	-3
CC(C)(C)OC(=O)NN1CC(=O)N2Cc3ccccc3C[C@@H]2C1=O	2	2	-5	-3	-1.5	1	0	-4	6
COc1ccc2c(c1)OC[C@H]1[C@H]2N2C(=O)CN(Cc3ccc(Cl)cc3)C(=O)[C@@]2(C)[C@H]1c1ccccc1	6	·	·	14	2.3	3	-1	9	11
Cc1ccc(NC(=O)Cc2c(O)c3ccccc3[nH]c2=O)c(C)c1	-3	-2	-5	3	-1.4	2	-3	-3	4
Cc1nn(-c2ccccc2)c(Cl)c1/C=N/Nc1ccc(Cl)c(C(=O)O)c1	3	2	4	13	-0.9	4	12	0	4
Cc1cc(CCC(=O)O)c(C)cc1CCC(=O)O	3	2	-1	5	-1.1	2	-3	-3	-6
CCOc1cc2[nH]c(=S)n(CCCCC(=O)NCc3ccco3)c(=O)c2cc1OCC	-3	24	-2	0	1.6	0	-5	-2	1
O=C(CCN1CCOCC1)Nc1cccc(Br)c1	-4	-2	1	-1	0.3	1	-4	-1	3
COc1ccc(NC(=O)c2c(C(F)(F)F)nn(C)c2Cl)cc1	8	1	-1	-5	4.1	2	-12	0	4
COc1cccc(OC)c1C(=O)N1CCN(Cc2cccnc2)CC1	-4	-47	-1	12	2.0	3	-19	3	6
Cc1ccc(S(=O)(=O)N2CCN(Cc3ccccc3)CC2)cc1	5	5	-2	7	1.1	1	-8	-3	-3
CCC(C)(C)NC(=O)C(c1ccncc1)N(Cc1cccs1)C(=O)Cn1nnc2ccccc21 (stereo not drawn)	3	-1	-3	6	-1.8	0	3&5	-3	-7
CN1CCc2c(sc(NC(=O)C3CCCN3S(=O)(=O)c3ccc(Cl)s3)c2C(N)=O)C1 (stereo not drawn)	-4	1	-3	7	1.1	0	-7	-3	-4

The listing continues.
structure	proCasp3 act	core dimer inh	CTSL1 counter	VLA-4 inh	PP5 inh	GRK2 inh	JMJD2C inh	PP1 inh	proCasp7 act
Cc1c(C(=O)NC2CCCCC2C)oc2ccccc12 (stereo not drawn)	14	9	1	19	0.4	3	2	-1	6
CN(C)c1ccc(CNc2ccccn2)cc1	4	0	-2	9	1.1	3	1	1	-3
O=C1C(=O)N(CCCn2ccnc2)C(c2ccc(Cl)cc2)/C1=C(\O)c1ccc2c(c1)OCCO2 (stereo not drawn)	-8	7	-1	0	0.8	2	20	-1	-20
COc1cc([N+](=O)[O-])c(C(=O)N2CCOCC2)c([N+](=O)[O-])c1	0	3	-4	6	2.6	1	-5	-4	-4
CCCCN(C(=O)CNC(=O)c1ccco1)C(C(=O)NC1CCCC1)c1ccc(OC)cc1 (stereo not drawn)	5	-3	-9	4	-0.8	0	5	1	8
C[C@H](CO)N1C[C@H](C)[C@@H](CN(C)Cc2ccncc2)Oc2c(NS(=O)(=O)c3cccs3)cccc2C1=O	0	·	·	2	·	2	7	·	3
COc1cccc2c1C(=O)O/C2=C/c1ccc2c(c1)OCO2	-3	3	-2	14	0.5	0	11	3	3
COc1ccc(NS(=O)(=O)c2ccc(C(=O)NCC3(N4CCOCC4)CCCCC3)cc2)cc1	10	·	·	10	·	2	-3	·	0
CC(C)(C)c1cc(CN2CCN(CCO)CC2)cc(C(C)(C)C)c1O	-3	-1	2	11	2.1	0	20	-4	-3
N#Cc1nc(-c2cccc3ccccc23)oc1NCC1CCCO1 (stereo not drawn)	6	5	11	25	2.0	0	?	-3	14
CC(C)OC(=O)CSc1nnc(-c2cnccn2)n1-c1ccccc1	2	-3	-1	8	1.2	0	-17	-6	21
O=S(=O)(NC1CC1)c1ccc(S(=O)(=O)N2CCCC3(CCCCC3)C2)cc1	4	1	0	0	0.4	0	-4	-1	2
C=C(C)C(=O)NNc1ccccc1	-8	-1	7	3	-0.1	0	-4	1	-4
CCC(=O)Nc1nonc1-c1nc2ccccc2n1CCC(C)C	-5	13	3	-8	4.8	3	-7	1	-9
O=C(NCCOc1ccc(F)cc1)C1CCN(S(=O)(=O)c2ccccc2)CC1	5	-5	-2	9	1.8	0	-1	0	2
Cc1ccc(CNS(=O)(=O)c2c(C)[nH]c(C)c2C(=O)N2CCCCC2)o1	0	2	-1	5	1.2	3	7	2	-5
CN(CC(=O)Nc1cccc(F)c1)C(=O)c1ccccc1OCC(=O)Nc1cccc(C(F)(F)F)c1	-10	-4	1	-5	3.6	1	-4	1	5
Cc1ccc(C(=O)OCC(=O)Nc2sc3c(c2C#N)CCC3)cc1	-9	-2	1	13	2.9	1	9	9	-12
O=c1[nH]c(-c2ccc(Cl)cc2)cs1	3	-6	2	3	0.3	1	-54	1	8
C=C(C)C(=O)N1CC2(CC(c3cccc(NC(=O)/C=C\C)c3)=NO2)C[C@H]1C(N)=O (stereo partly drawn)	-3	-1	2	-1	0.0	0	-20	2	4
CCCn1c(SCC(=O)NCc2ccco2)nnc1-c1ccncc1	-4	1	0	4	2.3	1	-8	-1	-5
COCCNC(=S)Nc1ccc2nsnc2c1	-3	-11	0	-5	-2.0	1	0	0	-1
COc1ccccc1NC(C)C(=O)Nc1ccc(C(C)=O)cc1 (stereo not drawn)	-2	-1	-1	8	1.7	0	-1	-2	3
O=C1CC(c2ccccc2)n2ncnc2N1 (stereo not drawn)	5	-8	3	-16	-3.0	0	-3	-2	5
Cc1ccc(S(=O)(=O)N2CCCC2CNC(=O)C(=O)NCc2ccccn2)cc1 (stereo not drawn)	8	1	4	4	-3.3	3	-2	-1	3
CCOC(=O)c1ccc2ncc(C(=O)OCC)c(NCCN3CCOCC3)c2c1	-2	2	-1	13	0.7	1	11	1	5
CCC(OC(=O)c1nsc(Cl)c1Cl)C(=O)NCCOC (stereo not drawn)	2	-7	0	-10	0.2	0	13	-1	9
CCSc1nnc(NC(=O)c2cc(OC)c(OC)c(OC)c2)s1	1	3	-5	8	-0.6	5	5	-2	-1
CC(C)CCNC(=O)C1CCN(C(=O)N(C)C)CC1	-2	0	0	1	0.5	0	2	-1	1
Cc1ccc(F)cc1NCC(=O)Nc1ccc(Cl)cc1F	0	-2	-1	8	1.4	1	-6	-2	13

Compound profiles, as listed above:
Record of CCC(OC(=O)c1nsc(Cl)c1Cl)C(=O)NCCOC (stereo not drawn) : proCasp3 act: 2; core dimer inh: -7; CTSL1 counter: 0; VLA-4 inh: -10; PP5 inh: 0.2; GRK2 inh: 0; JMJD2C inh: 13; PP1 inh: -1; proCasp7 act: 9
Record of O=C(NCCOc1ccc(F)cc1)C1CCN(S(=O)(=O)c2ccccc2)CC1 : proCasp3 act: 5; core dimer inh: -5; CTSL1 counter: -2; VLA-4 inh: 9; PP5 inh: 1.8; GRK2 inh: 0; JMJD2C inh: -1; PP1 inh: 0; proCasp7 act: 2

Later entries
structure	proCasp3 act	core dimer inh	CTSL1 counter	VLA-4 inh	PP5 inh	GRK2 inh	JMJD2C inh	PP1 inh	proCasp7 act
CC(C)CCn1c(N)c(S(=O)(=O)c2cccs2)c2nc3ccccc3nc21	-7	10	8	-1	10*	2	28	3	-26
COc1ccccc1Oc1c(C)oc2c(CN3CCN(C)CC3)c(O)ccc2c1=O	-2	-4	2	2	1.2	0	-41	-1	4
Cc1cc(/C=N/n2cnnc2)c(C)n1-c1cccc(Cl)c1	-3	-1	-1	-8	1.0	0	-1	-1	-3
Cc1cc(N/N=C/c2ccc(F)cc2)nc(NCc2ccccc2)n1	7	1	2	0	2.9	1	-6	9	3
CCN(Cc1ccccc1)C(=O)Cn1c(=O)n(CC(=O)N2CCCCC2)c(=O)c2sccc21	-1	-2	1	17	-2.3	0	9	-1	4
CC(C)Oc1ccc(C(=O)OCC(=O)c2ccc[nH]2)cc1	3	·	·	-3	·	0	6	·	7
Cc1cccc2c(=O)c(C(=O)NCc3ccc(F)cc3)c[nH]c12	0	2	2	-6	-1.3	1	-5	-3	5
C=CCNc1ncnc2ccccc12	1	-4	-2	13	-1.6	0	9	-1	1
O=C(O)C(F)=C1c2ccccc2-c2ccccc21	7	3	-1	1	1.6	·	11	1	3
COc1ccc(/C=C/C(=O)OCC(=O)NCCC2=CCCCC2)cc1	7	3	2	2	-0.1	0	-7	0	0
COC(=O)c1cc(OC)c(OC)cc1NC(=O)CCNC(=O)c1ccco1	1	-2	0	-4	0.1	3	1	-1	-5

Compound activity: PubChem, several laboratories
